LEDGF integ inh: blocks HIV-1 LEDGF/p75-dependent DNA integration; TR-FRET IN-LEDGF/p75 DNA integration, Eu/Cy5; inhibition, % at 3.7 µM; actives 0.64% (n = 370,000); AID 743269;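 active = inhibition above the screen-wide mean plus 3 SD, cut at about 13% in these data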;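 also: signal is the Cy5 over europium emission ratio at 671 and 618 nm; 0% = plate median of compound wells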
MBD2 DNA inh: blocks human MBD2 binding to methylated DNA; AID 686964; Q9UBB5; inhibition, % at 4.4 µM; TR-FRET, MBD2 binding to methylated oligonucleotide; actives 0.31% (n = 370,000); in the data active = inhibition above about 13%
Target sequence (Q9UBB5 whole entry, looked up): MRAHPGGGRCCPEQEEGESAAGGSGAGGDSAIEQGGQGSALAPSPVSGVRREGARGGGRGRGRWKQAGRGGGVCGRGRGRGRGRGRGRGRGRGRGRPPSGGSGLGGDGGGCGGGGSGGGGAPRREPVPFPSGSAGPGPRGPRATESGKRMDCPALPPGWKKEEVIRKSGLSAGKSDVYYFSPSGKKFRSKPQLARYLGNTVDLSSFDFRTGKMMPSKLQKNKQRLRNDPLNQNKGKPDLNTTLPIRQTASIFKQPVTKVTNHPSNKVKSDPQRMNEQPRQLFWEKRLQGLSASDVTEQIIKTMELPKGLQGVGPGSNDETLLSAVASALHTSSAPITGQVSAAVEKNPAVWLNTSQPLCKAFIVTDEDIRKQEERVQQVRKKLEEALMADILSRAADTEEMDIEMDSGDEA
TCR-CD3 inh: blocks the human TCR-CD3 interaction; TAMRA-labeled TCR probe fluorescence, biochemical; inhibition, % at 9.4 µM; actives 0.37% (n = 360,000); in the data active = inhibition above about 19%;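 also: recombinant mutant TCR 2C K166C tagged with TAMRA read by polarization; 0% = receptor in buffer alone and 100% = receptor with positive control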
rCAG binder: binds r(CAG) RNA repeats; r(CAG) RNA repeat, TO-PRO-1 dye displacement fluorescence; inhibition, % at 3 µM; actives 1.3% (n = 370,000); AID 651821;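 active = inhibition above the plate cutoff, the mean of all test compounds on that plate plus 3 SD, cut at about 35% in these data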;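 also: 0% = DMSO alone and 100% = 100 µM mitoxantrone as full dye displacement; higher means more dye released from RNA so lower well fluorescence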
PRMT1 FP inh: inhibitors of human PRMT1. inhibition, % at 2.79 µM. Q99873. actives 1.3% (n = 370,000). recombinant PRMT1, activity-based probe fluorescence polarization. AID 652257;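 active = inhibition above about 21% made by adding two undisclosed values, limit read from the data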
PG9 binder: binds the HIV-1 gp120 antibody PG9; TR-FRET gp120-PG9 antibody binding; inhibition, % at 6.7 µM; actives 0.43% (n = 360,000); AID 624416; in the data active = inhibition above about 8.5%
NR1D1 modulator: modulates human Rev-erb alpha binding to DNA. activity, % at 10 µM. actives 0.79% (n = 370,000). Rev-erbα–FITC-DNA binding, fluorescence polarization, 90 min. P20393. AID 1259318;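 active = activity above about 14%, limit read from the data; passing the limit was not always enough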;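 also: 0% = DMSO wells with 35 nM protein and 100% = DMSO wells with 750 nM protein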
HTRA1 inhibitor: HTRA1 (human) protease inhibition; recombinant HTRA1, FP-rhodamine activity-based probe, fluorescence polarization; actives 0.5% (n = 340,000); inhibition, % at 5.96 µM; Q92743; in the data active = inhibition above about 36%;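 also: 0% = enzyme with DMSO and 100% = wells lacking enzyme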
Target sequence (Q92743 whole entry, looked up): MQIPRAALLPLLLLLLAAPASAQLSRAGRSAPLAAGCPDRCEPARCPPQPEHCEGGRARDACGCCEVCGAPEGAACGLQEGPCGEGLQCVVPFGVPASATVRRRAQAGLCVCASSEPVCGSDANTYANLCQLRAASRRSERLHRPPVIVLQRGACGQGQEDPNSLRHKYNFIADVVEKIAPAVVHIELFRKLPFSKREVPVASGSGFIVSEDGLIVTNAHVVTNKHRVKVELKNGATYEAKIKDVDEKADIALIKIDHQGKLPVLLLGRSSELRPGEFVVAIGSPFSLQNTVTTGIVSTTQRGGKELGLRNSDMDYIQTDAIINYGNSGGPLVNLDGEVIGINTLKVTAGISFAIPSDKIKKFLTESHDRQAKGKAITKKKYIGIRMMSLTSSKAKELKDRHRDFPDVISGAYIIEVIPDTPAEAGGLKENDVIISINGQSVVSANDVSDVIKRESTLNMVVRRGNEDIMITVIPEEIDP
mABHD4 FP: inhibitors of mouse ABHD4 | AID 720543 | purified mABHD4, FP-Rh probe fluorescence polarization | Q8VD66 | inhibition, % at 8.92 µM | actives 0.54% (n = 370,000);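 active = inhibition exceeding the mean over every tested compound plus 3 SD, cut at about 30% in these data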;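 also: 0% = plate median of compound wells and 100% = S159A mutant with DMSO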
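Test system: mouse ABHD4 enzyme, wild type. Reagent: FP-Rh fluorescent activity-based probe, added after compound pre-incubation. Timing: pre-incubation 45 min, probe exposure 60 min, at 25 °C. Technique: FP readout, ex 525 nm / em 598 nm. Benchmarks: high control S159A mutant with DMSO, low control median of compound wells.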
UHRF1 MBD2 ctr: UHRF1 methyl-DNA binding inhibition; Q96T88; UHRF1 binding to methylated oligo, TR-FRET; inhibition, % at 4.4 µM; actives 0.75% (n = 370,000); in the data active = inhibition above about 21%;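 also: UHRF1 SRA domain binding a hemimethylated CpG hairpin DNA probe; 0% = median of test compound wells and 100% = reference inhibitor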
Starred values were filed as active, the others as inactive; x = no result given. This is a subset, so the mix of outcomes need not match the whole.

SMILES	LEDGF integ inh	MBD2 DNA inh	TCR-CD3 inh	rCAG binder	PRMT1 FP inh	PG9 binder	NR1D1 modulator	HTRA1 inhibitor	mABHD4 FP	UHRF1 MBD2 ctr
CCCCN(C)C(=O)c1ccc(S(=O)(=O)N2CCOCC2)cc1	2	5	2	-5	-2	0.6	x	-2	3	1
Cc1ccc(S(=O)(=O)C(CNC(=O)C(C)C)c2cccs2)cc1 (stereo not drawn)	-2	1	8	-1	-2	-0.9	3	4	-5	0
CSCCC(NC(=O)COc1ccccc1)C(=O)N1CC(C)OC(C)C1 (stereo not drawn)	-3	3	6	1	3	1.0	-4	2	-2	7
CCC(CC)C(=O)NCCCN1CCOCC1	0	-3	9	-1	-4	-0.7	3	-2	-6	-2
CCn1c(C)nc2cc(C(=O)N/N=C(\C)c3ccc(OC)cc3O)ccc21	0	6	-1	2	8	1.2	7	40*	9	-2
Nc1nc(NCc2ccco2)nc(N2CCCCC2)c1[N+](=O)[O-]	-3	-3	6	-1	0	0.6	0	3	-1	-3
Cc1nc2ccccc2c2oc(C(=O)NC3CC3)cc12	1	-8	7	2	0	-3.3	-1	2	10	-3
Cc1cc(C)cc(NC(=O)Cc2ccc(NC3=NC4CS(=O)(=O)CC4S3)cc2)c1 (stereo not drawn)	3	-4	3	6	4	-2.2	-3	-7	7	1
COc1ccccc1C(=O)Nc1ccc2c(c1)nc(CCNC(C)=O)n2C	-2	2	-6	-3	-2	2.2	3	3	3	-2
Cc1ccc(NC2=CC(=O)OC(C)C2)cc1 (stereo not drawn)	-1	8	-2	1	0	-1.3	1	-2	-4	3
O=C(Nc1ccc(Cl)cc1)c1sccc1-n1cccc1	1	3	-1	-2	1	-4.2	-4	-26	-20	9
O=C(CN1CCCCC1)NC(=O)Nc1ccccc1F	-1	2	3	-2	-2	-1.9	4	1	-2	-3
Cc1ccc(-c2nc(S(=O)(=O)c3ccccc3)c(SCC(=O)NCC3CCCO3)o2)cc1 (stereo not drawn)	-3	-2	1	8	6	-4.0	5	-5	4	4
COCCn1c(-c2ccc(OC)cc2)cnc1SCC(=O)Nc1cc(C)on1	-3	0	1	-2	1	-0.1	-5	-6	-3	-1
COc1ccc(S(=O)(=O)N2CCCCC2)cc1NC(=O)c1cccs1	4	1	7	0	-9	-1.7	9	-1	-3	-3
Cc1c(NC(=O)Cc2noc3ccccc23)cccc1[N+](=O)[O-]	4	-2	-1	2	-1	1.6	0	4	1	2
COC(=O)c1cc2c(C)c(C)c3ccccn3c-2c1C(=O)OC	-1	-14	8	-5	12	3.8	-7	-2	-2	-12
N=C1S/C(=C\c2ccco2)C(=O)N1c1nccs1	3	0	-6	8	11	-2.6	3	17	16	-1
O=C(O)c1cc([N+](=O)[O-])ccc1NCCO	-6	-2	-3	-4	0	2.4	2	-1	4	1
CC1CC(C)CN(C(=O)COC(=O)/C=C/c2ccco2)C1 (stereo not drawn)	1	-4	2	2	0	-0.9	-4	3	6	2

An excerpt from above in order of their number in NR1D1 modulator, lowest first:
smiles,LEDGF integ inh,MBD2 DNA inh,TCR-CD3 inh,PRMT1 FP inh,PG9 binder,NR1D1 modulator,HTRA1 inhibitor,mABHD4 FP,UHRF1 MBD2 ctr
COC(=O)c1cc2c(C)c(C)c3ccccn3c-2c1C(=O)OC,-1,-14,8,12,3.8,-7,-2,-2,-12
COCCn1c(-c2ccc(OC)cc2)cnc1SCC(=O)Nc1cc(C)on1,-3,0,1,1,-0.1,-5,-6,-3,-1
O=C(O)c1cc([N+](=O)[O-])ccc1NCCO,-6,-2,-3,0,2.4,2,-1,4,1
O=C(CN1CCCCC1)NC(=O)Nc1ccccc1F,-1,2,3,-2,-1.9,4,1,-2,-3
Cc1ccc(-c2nc(S(=O)(=O)c3ccccc3)c(SCC(=O)NCC3CCCO3)o2)cc1 (stereo not drawn),-3,-2,1,6,-4.0,5,-5,4,4
COc1ccc(S(=O)(=O)N2CCCCC2)cc1NC(=O)c1cccs1,4,1,7,-9,-1.7,9,-1,-3,-3

The main list resumes with the five entries that preceded the break.
SMILES	LEDGF integ inh	MBD2 DNA inh	TCR-CD3 inh	rCAG binder	PRMT1 FP inh	PG9 binder	NR1D1 modulator	HTRA1 inhibitor	mABHD4 FP	UHRF1 MBD2 ctr
Cc1c(NC(=O)Cc2noc3ccccc23)cccc1[N+](=O)[O-]	4	-2	-1	2	-1	1.6	0	4	1	2
COC(=O)c1cc2c(C)c(C)c3ccccn3c-2c1C(=O)OC	-1	-14	8	-5	12	3.8	-7	-2	-2	-12
N=C1S/C(=C\c2ccco2)C(=O)N1c1nccs1	3	0	-6	8	11	-2.6	3	17	16	-1
O=C(O)c1cc([N+](=O)[O-])ccc1NCCO	-6	-2	-3	-4	0	2.4	2	-1	4	1
CC1CC(C)CN(C(=O)COC(=O)/C=C/c2ccco2)C1 (stereo not drawn)	1	-4	2	2	0	-0.9	-4	3	6	2
CC1CCN(C(=O)CC2C(=O)Nc3c2c(=O)n(C)c(=O)n3Cc2ccccc2)CC1 (stereo not drawn)	-3	3	-6	4	0	-0.4	0	3	8	1
Cc1ccc2nc(SCC(=O)Nc3cc(C)on3)nc(=O)n2c1	-1	4	-4	0	5	-0.5	-4	1	-1	3
CN(CCC1CCOCC1)C(=O)CC1C(=O)NCCN1Cc1c(F)cccc1Cl (stereo not drawn)	1	-3	-2	-4	2	-1.2	2	7	5	-3
Cc1ccc(CNC(=O)Cc2ccc(-c3ccccc3)cc2)cc1	-1	1	2	-2	1	-3.4	-6	-1	-4	-4
Cc1c(NS(=O)(=O)c2cc(C(=O)Nc3ccc(F)cc3Cl)ccc2Cl)c(=O)n(-c2ccccc2)n1C	-1	1	11	10	0	-0.6	0	2	4	1
Cc1ccc(S(=O)(=O)Nc2nc(-c3ccccc3)cs2)cc1	0	4	-5	40*	-1	-2.1	-1	-4	1	-2
CC(C)C[C@H](NC(=O)C1CCN(S(=O)(=O)c2ccccc2)CC1)C(=O)NCc1ccccn1	7	-3	-1	-2	-5	-1.2	2	6	-9	-2
Cc1ccc(-n2c(=O)[nH]cc(C(=O)N3CCc4ccccc43)c2=O)cc1C	3	-4	8	2	1	1.2	2	-5	4	2
Cc1ccc(CN(Cc2ccco2)S(=O)(=O)c2ccc(S(=O)(=O)NCC3CCCO3)cc2)cc1 (stereo not drawn)	-2	6	-7	5	3	1.5	1	-11	2	3
CCOc1ccc(/C=N/Nc2nncc(-c3ccccc3)n2)cc1OC	2	-2	-8	-6	-3	-0.5	8	-12	3	1

Given in markdown: 2 of the compounds above
| mol | LEDGF integ inh | MBD2 DNA inh | TCR-CD3 inh | rCAG binder | PRMT1 FP inh | PG9 binder | NR1D1 modulator | HTRA1 inhibitor | mABHD4 FP | UHRF1 MBD2 ctr |
| --- | --- | --- | --- | --- | --- | --- | --- | --- | --- | --- |
| Cc1ccc(CNC(=O)Cc2ccc(-c3ccccc3)cc2)cc1 | -1 | 1 | 2 | -2 | 1 | -3.4 | -6 | -1 | -4 | -4 |
| Cc1c(NS(=O)(=O)c2cc(C(=O)Nc3ccc(F)cc3Cl)ccc2Cl)c(=O)n(-c2ccccc2)n1C | -1 | 1 | 11 | 10 | 0 | -0.6 | 0 | 2 | 4 | 1 |

Going on with the list.
SMILES	LEDGF integ inh	MBD2 DNA inh	TCR-CD3 inh	rCAG binder	PRMT1 FP inh	PG9 binder	NR1D1 modulator	HTRA1 inhibitor	mABHD4 FP	UHRF1 MBD2 ctr
COc1cc(/C=C2/SC(=Nc3ccc(O)cc3)NC2=O)ccc1O	-5	-2	-5	-2	0	-5.5	6	-6	9	-5
CCc1c(-c2ccc(OC)cc2)ncn1CCc1ccccc1OC	3	-2	8	1	-1	-0.7	0	x	8	0
N#C/C(=C\c1ccc(-c2nc3ccccc3s2)o1)C(N)=O	-2	-9	-6	5	3	-10	-4	-10	-2	-5
Cc1ccc(C(=O)N2[C@@H]3CN(C)C(=O)[C@@]2(Cc2ccccc2)[C@H]2C(=O)N(C)C(=O)[C@@H]32)cc1	-3	-6	1	-4	2	0.4	-1	-3	1	-2
COc1ccccc1NC(=O)CSc1nc(N)c(-c2ccccc2)c(=O)[nH]1	0	-6	-5	3	0	-2.7	-4	-3	7	6
Cc1cc(C(=O)CSc2nc3ccc(Cl)cc3[nH]2)c(C)n1C	3	0	-14	17	14	1.5	-2	-19	-6	7
CN(Cc1ccccc1)C(=O)c1cccc(NC(=O)Cc2cccc(NC(=O)C3CCN(C(=O)CCc4ccccc4)CC3)c2)c1	-2	3	3	9	0	-1.7	3	x	-20	-1
COc1cc(/C=N/NC(=O)c2cnccn2)ccc1O	2	5	4	1	-1	-2.8	6	7	1	3
CCCc1nc2c([nH]1)C(c1cccnc1)C(C#N)=C(N)O2 (stereo not drawn)	0	-2	-1	1	1	-0.6	-2	4	-2	-5
Cc1cc(C(=O)CCC(=O)N(C)CC(=O)Nc2ccccc2Br)c(C)s1	1	4	-11	3	-3	1.3	-5	-6	-1	7
COc1cccc(C2/C(=C(/O)c3ccc(C)cc3)C(=O)C(=O)N2Cc2ccco2)c1 (stereo not drawn)	2	2	-1	4	2	-1.5	0	3	-3	29*
NC(=O)C1CCN(CC(=O)Nc2cc(S(=O)(=O)N3CCOCC3)ccc2N2CCCC2)CC1	0	5	1	4	0	-1.0	0	0	7	1
C=CCN1C(=O)c2ccc(C(=O)N3CCN(S(=O)(=O)c4cccc([N+](=O)[O-])c4)CC3)cc2C1=O	4	1	1	-1	1	-1.3	-4	2	4	2
O=C(O)C1C2C=CC(C3CC23)C1C(=O)O (stereo not drawn)	1	-1	-6	0	-1	0.0	3	-1	-4	3
CCN(CC)S(=O)(=O)c1ccc(/C(O)=C(\C#N)c2nc3ccccc3n2C)cc1	2	-4	2	1	-1	1.4	2	0	-1	1
O=C(COC(=O)c1ccc(O)cc1)NCC1COc2ccccc2O1 (stereo not drawn)	-5	2	4	3	-1	-2.1	-1	-1	3	-1
CCOC(=O)[C@]12Cc3c(cc(OC)c(OC)c3OC)[C@H]1N(CCC(=O)OC)C(=O)c1cc(OC)ccc12	-7	0	1	1	0	0.0	-11	x	4	-3
Cc1ccc(NC(=O)N/C=C/c2ccccc2)cc1	6	0	10	9	0	-1.4	2	-21	-8	2
COc1cc2c(cc1OC)[C@H](C)N(C(=S)Nc1ccc(F)cc1)CC2	-2	1	-5	2	-3	-1.1	0	x	1	1
C/C(=N\NC(=O)Cc1ccc(Br)cc1)c1cccnc1	4	2	6	-3	-4	-2.2	0	-3	0	-1
Cc1cc(C)cc(NC(=O)C2CCC(CNC(=O)[C@@H]3Cc4ccccc4CN3)CC2)c1 (stereo partly drawn)	-2	0	-7	-4	2	0.9	1	-5	-4	-1
O=C(c1ccccc1)N1CCN(C(=O)c2ccccc2)C1c1ccccc1	-6	0	-7	-6	0	0.2	-2	0	3	3
Nc1cnc(-c2ccccc2)nc1Cl	0	-2	0	1	-2	-0.4	-1	2	-4	-3
O=C(N/N=C/c1cccc(OC2CSC2)c1)c1ccccc1O	-3	-2	4	8	0	-2.5	0	6	-5	-3
Cc1ccc(OCCN2CCCC2)cc1	0	-6	6	1	-3	-0.5	0	-3	6	-4
Cc1ccc(/C=N/NC(=O)Cn2nc(C)c([N+](=O)[O-])c2C)o1	-4	0	2	-1	5	-1.1	-11	5	-3	3
O=C(OCCCOC(=O)c1ccc([N+](=O)[O-])o1)c1ccc([N+](=O)[O-])o1	1	0	-4	1	0	-3.9	-1	7	5	6
CC1=CN2C(c3cccc([N+](=O)[O-])c3)=NON(c3ccc(C)cn3)C2C=C1 (stereo not drawn)	-2	3	-4	4	7	0.3	1	x	8	2
